ROC1-CUL1 inh – blocks human RBX1-Cullin-1 di-ubiquitin formation | in vitro K48 di-Ub FRET, acceptor:donor ratio, 45 min | inhibition, % at 10 µM | P62877+Q13616 | AID 1347404 | 140,000 compounds, 0.6% hits; in the data active means inhibition above about 25%
Target sequence (P62877 whole entry, looked up): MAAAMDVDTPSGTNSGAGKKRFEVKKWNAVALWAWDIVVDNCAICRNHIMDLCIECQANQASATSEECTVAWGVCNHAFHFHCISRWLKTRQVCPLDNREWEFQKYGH
Target sequence (Q13616 whole entry, looked up): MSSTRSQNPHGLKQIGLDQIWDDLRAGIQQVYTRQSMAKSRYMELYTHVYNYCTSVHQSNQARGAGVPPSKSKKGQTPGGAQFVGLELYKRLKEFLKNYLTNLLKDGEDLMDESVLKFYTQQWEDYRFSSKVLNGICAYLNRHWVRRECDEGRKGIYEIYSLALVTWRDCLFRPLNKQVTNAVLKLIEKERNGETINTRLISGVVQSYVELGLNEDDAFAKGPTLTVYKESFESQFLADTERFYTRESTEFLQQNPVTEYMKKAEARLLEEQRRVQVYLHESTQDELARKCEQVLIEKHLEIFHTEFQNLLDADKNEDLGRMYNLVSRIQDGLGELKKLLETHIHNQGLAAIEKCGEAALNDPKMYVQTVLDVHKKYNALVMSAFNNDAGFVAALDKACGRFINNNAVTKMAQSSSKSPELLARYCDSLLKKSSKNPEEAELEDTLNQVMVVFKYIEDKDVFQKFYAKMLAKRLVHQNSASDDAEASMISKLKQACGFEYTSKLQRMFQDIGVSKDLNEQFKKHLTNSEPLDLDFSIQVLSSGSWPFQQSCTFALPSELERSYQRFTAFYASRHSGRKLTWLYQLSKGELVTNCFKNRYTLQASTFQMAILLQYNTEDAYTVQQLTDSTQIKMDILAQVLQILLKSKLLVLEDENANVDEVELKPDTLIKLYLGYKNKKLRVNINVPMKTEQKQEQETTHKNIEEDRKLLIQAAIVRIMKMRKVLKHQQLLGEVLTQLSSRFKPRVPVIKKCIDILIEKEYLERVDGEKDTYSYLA
Starred values were filed as active, the others as inactive. Only part of the results is shown; the hit share may differ from the screen's.

smiles	ROC1-CUL1 inh
CCCN(CCC)C(=O)Nc1cc(Cl)ccc1OC	-2
N#C/C(=C\C=C(/Cl)c1ccccc1)C(N)=O	38*
CC12CN3CC(C)(CN(C1)C3(C)c1ccccc1)C2=O (stereo not drawn)	4
NC1=NC(=O)N=CC1c1ccsc1 (stereo not drawn)	-1
O=C(O)CCC(=O)Nc1ccc(Oc2ccc(Cl)cc2Cl)cc1	-2
COC(=O)COc1ccc(Oc2nc(NC(C)(C)C)nc(N3CCOCC3)n2)nn1	5
COCCCNc1nc2c(c(=O)n(C)c(=O)n2C)n1Cc1ccccc1	0
CCOC(=O)c1noc2ncnc(Nc3ccc(F)cc3F)c12	-1
C=CCS(=O)(=O)c1cccc2cccnc12	3
C[C@]12CCC3(C=C1CCCC2=O)SCCCS3	-2
COc1ccc(CC2(CCC(=O)N3CCN(c4ccccc4)CC3C)CCC(=O)N2)c(F)c1 (stereo not drawn)	3
CC(C)(C)OC(=O)N1CCCC1=S	5
COC(=O)C(O)(c1ccc2ncccc2c1)C(F)(F)F (stereo not drawn)	11
CSCCC(NC(=O)OC(C)(C)C)C(=O)NCCc1c[nH]c2ccccc12 (stereo not drawn)	5
c1ccc(C2(c3ccccc3)OC(C3CCCCC3)Nc3ccccc32)cc1 (stereo not drawn)	-14
N#CC(C#N)C(CC(=O)c1ccccc1)c1ccc(Cl)cc1 (stereo not drawn)	0
CCc1ccc(-n2c(SCc3nc(-c4cc(OC)ccc4OC)no3)nnc2-c2ccccc2)cc1	7
O=C1NC(=O)/C(=C/c2ccc(Cl)cc2Cl)S1	-6
CCn1c(Cc2ccccc2)nnc1SCC(=O)Nc1ccccc1C(F)(F)F	3
O=C(Nc1ccccc1Br)c1ccccn1	2
CC(NC(=O)Cc1ccccc1)c1ccc2c(c1)OCCO2 (stereo not drawn)	-3
Cc1ccc(-c2csc3ncnc(Nc4ccc(C(=O)O)cc4)c23)cc1	-3
COc1ccccc1NC(=O)C1CCN(c2ncnc3c2nc2n3CCCCC2)CC1	-2
O=C(CN1C(=O)CSc2ccc(S(=O)(=O)N3CCCC3)cc21)NCc1ccccc1Cl	3
COc1cccc(CC2(CO)CCCN(Cc3cccc(C(C)=O)c3)C2)c1 (stereo not drawn)	15
CC(C)C(C(=O)Nc1cc(C(F)(F)F)ccc1Cl)N1C(=O)c2ccccc2C1=O (stereo not drawn)	6
CCOC(=O)CCNC(=O)CCc1nnc(Cc2cccc(C)c2)o1	3
Cc1nn(-c2ccccc2)c2c1C(c1ccccc1)c1c(ncn(N)c1=N)O2 (stereo not drawn)	-3
COc1ccc(-c2cc(-c3ccccc3)nc(-c3ccc4c(c3)NC(=O)CO4)c2)cc1	1
CCOc1cc(CN2CCC3(CC2)c2ccccc2[C@@H](NC(=O)CSC)[C@@H]3OC)ccc1O	-3
CCOc1cccc(C2CC(=O)Nc3cc4c(cc32)OCCO4)c1 (stereo not drawn)	-2
Cc1ccc(S(=O)(=O)N2C(=O)/C(=C3\SC(=N)NC3=O)c3ccccc32)cc1	19
COc1cccc(C(=O)NCC2(c3ccc(OC)c(OC)c3)CCCC2)c1	7
O=C(Cc1ccccc1)NCCCNC(=O)Cc1ccccc1	-4
N=c1n(CCO)c2ccccc2n1CCOc1ccc(Br)cc1	-5
CCCC(C)NC(=O)c1ccc(N(C)C)cc1 (stereo not drawn)	-4
CN(C)c1ccc([N+](=O)[O-])cc1C(=O)Nc1cc(Cl)ccc1Cl	-1
CCN(CC)c1ccc(NC(=O)CN2CCOCC2)c(C)c1	-4
CCCCN1C(=O)C(=Cc2cccs2)C(=O)N(CCCC)C1=S	4
CCN1CCN(C2(C(=O)NCCc3cccc(OC)c3)Cc3ccccc3C2)CC1	-11

Of the compounds above, these have a CF3 group:
smiles	ROC1-CUL1 inh
COC(=O)C(O)(c1ccc2ncccc2c1)C(F)(F)F (stereo not drawn)	11
CCn1c(Cc2ccccc2)nnc1SCC(=O)Nc1ccccc1C(F)(F)F	3
CC(C)C(C(=O)Nc1cc(C(F)(F)F)ccc1Cl)N1C(=O)c2ccccc2C1=O (stereo not drawn)	6

Next results:
smiles	ROC1-CUL1 inh
COC(=O)C1C(C)=Nc2nc3cc(C)c(C)cc3n2C1c1cccc(Cl)c1Cl (stereo not drawn)	-13
Cc1ccc(CS(=O)(=O)Nc2ccc(F)cc2)cc1	-8
CCOC(=O)c1sc2ncn(CC(=O)NCc3ccco3)c(=O)c2c1C	0
COc1ccccc1NC(=O)Cn1c(=O)n(Cc2ccc3c(c2)OCO3)c(=O)c2oc3ccccc3c21	-2
CSc1nsc(SC)c1C(=O)N1CCCCC1	11
COc1cccc2c1NC(=O)C(OC)(OC)C2=O	-3
O=c1c(-c2ccccc2)c([O-])[n+](-c2ccccc2)c(-c2ccccc2)n1-c1ccccc1	11
CCOc1ccc(-c2ccc(-c3ccc(OC)cc3)c(F)c2)cc1	-3
Cc1ccc(S(=O)(=O)N2CCCC(c3nc4c(nnn4Cc4ccc(OC(F)(F)F)cc4)c(=O)[nH]3)C2)cc1 (stereo not drawn)	-5
Cc1ccc(COCC(O)CN2C(C)(C)CC(O)CC2(C)C)cc1 (stereo not drawn)	12
Cc1ccc(C)c(OCC(=O)Nc2c(C)cccc2C)c1	-1
CCOC(=O)c1ccc(NC(=S)N2CCCC(C(=O)OCC)C2)cc1 (stereo not drawn)	4
Cc1ccc(S(=O)(=O)NCCCCCC(=O)Nc2cccc(C)c2)cc1	17
CC(=O)CCN(CCC(C)=O)CC1COc2ccccc2O1 (stereo not drawn)	0
Cc1c(C(=O)Nc2cccc(F)c2)oc2c1-c1nn(Cc3c(F)cccc3Cl)cc1CC2	-6
CCOCCCNC(=O)C(c1ccc(OC)cc1)N(Cc1cccs1)C(=O)c1ccc(NC(C)=O)cc1 (stereo not drawn)	5
Cn1cccc1C(=O)N1CCCC1c1ccc(C(=O)N2CCC(C)(C)C2)s1 (stereo not drawn)	3
CCOc1cc(C2C3=C(CCCC3=O)OC(=N)C2C#N)ccc1OC(F)F (stereo not drawn)	6
CCOC(=O)N1CCN(C(=O)c2ccc(N3CCC(N(C)Cc4ccn[nH]4)CC3)cc2)CC1	-1
Cc1ccccc1OCC(O)Cn1c(=N)n(CCN2CCCCC2)c2ccccc21 (stereo not drawn)	-6
COc1cc2c(cc1CNCc1cccnc1N1CCN(C(C)=O)CC1)CCC2	11
O=C1Nc2ccc(S(=O)(=O)NC(Cc3c[nH]c4ccccc34)C(=O)O)c3cccc1c23 (stereo not drawn)	1
Cc1cc2cccc3cc(-c4ccccc4)c(c1=O)n23	-3
CCOc1ccc(NC(=O)CC2Sc3ccc(C(F)(F)F)cc3NC2=O)cc1 (stereo not drawn)	3

7 of the entries above in order of their number in ROC1-CUL1 inh, largest number first:
smiles	ROC1-CUL1 inh
COc1cc2c(cc1CNCc1cccnc1N1CCN(C(C)=O)CC1)CCC2	11
CCOc1cc(C2C3=C(CCCC3=O)OC(=N)C2C#N)ccc1OC(F)F (stereo not drawn)	6
CCOc1ccc(NC(=O)CC2Sc3ccc(C(F)(F)F)cc3NC2=O)cc1 (stereo not drawn)	3
O=C1Nc2ccc(S(=O)(=O)NC(Cc3c[nH]c4ccccc34)C(=O)O)c3cccc1c23 (stereo not drawn)	1
CCOC(=O)N1CCN(C(=O)c2ccc(N3CCC(N(C)Cc4ccn[nH]4)CC3)cc2)CC1	-1
Cc1cc2cccc3cc(-c4ccccc4)c(c1=O)n23	-3
Cc1ccccc1OCC(O)Cn1c(=N)n(CCN2CCCCC2)c2ccccc21 (stereo not drawn)	-6

Next records follow.
smiles	ROC1-CUL1 inh
O=c1c2ccccc2sc2ccc(F)cc12	9
Cc1cc(-c2ccc(NC(=O)c3ccccc3C)c(C)c2)ccc1NC(=O)c1ccccc1C	3
Cc1ccc(C)c(NC(=O)CN2C(=O)C3(SCC(=O)N3c3ccc(C)c(C)c3)c3ccccc32)c1 (stereo not drawn)	-2
COc1cc(OC)c(NC(=O)N2CCSc3ccccc32)cc1Cl	2
O=C(Nc1nc(-c2ccc(Cl)cc2)c(-c2ccc([N+](=O)[O-])cc2)s1)c1ccc(Cl)cc1Cl	-4
O=C(O)c1ccc(/C=C/C(=O)c2ccc3c(c2)OCCO3)cc1	-2
Cc1c(C(=O)N2CCC(N3CCCC(O)C3)CC2)sc2ncnc(NCCC3=CCCCC3)c12 (stereo not drawn)	-7
Cc1cccc(Oc2cc(-n3nc(C)c(C#N)c3N)nc(C)n2)c1	5
CCCOc1ccc(C(=O)Nc2ccc3nn(-c4ccc(OC)c(Cl)c4)nc3c2)cc1	0
CCc1ccccc1N(C)C(=O)c1cc2c(=O)oc3ccccc3c2s1	-3
OC1CCN([C@@H]2CCN(CCCc3ccccc3)C[C@H]2O)CC1	0
Cc1ccc(OC2CCS(=O)(=O)C2)cc1 (stereo not drawn)	-7
O=S(=O)(Cc1ccccc1F)N1CCN(c2ccccc2)CC1	-4
CCN(CC)CC(O)COc1ccc(CNCc2ccccc2C)cc1OC (stereo not drawn)	-1
N#Cc1c(Cl)nsc1NN	5
NC1=NN=C(Oc2cc(Cl)ccc2Cl)OC1N (stereo not drawn)	2
O=C(O)c1ccc(-n2cncn2)cc1	-1
O=C(c1cc2n(n1)C(C(F)(F)F)CC(c1ccc(F)cc1)N2)N1CCOCC1 (stereo not drawn)	-1
O=C(N/N=C/c1ccc(F)cc1)c1cc2ccccc2cc1O	0
CCn1nc(C)c(NC(=O)Cn2ncc(N3CCCCC3)cc2=O)c1C	-4
Cc1ccc(C(=O)Nc2ccc([N+](=O)[O-])cc2C)cc1I	-12
COc1ccc(S(=O)(=O)NC(C)C)cc1C(=O)N1CCCC1	7
CCCCCn1c(-c2ccccc2)nc(=S)c2c1CCCC2	-1
CC(OC(=O)c1ccccc1Cl)C(=O)c1ccccc1 (stereo not drawn)	1
CCOc1ccc(N2CC(NC(=O)C3CCCCC3)CC2=O)cc1 (stereo not drawn)	-8
Nc1c(C(=O)Nc2ccc3ccccc3c2)sc2nc3c(cc12)CCCCC3	-4
COc1ccc(C(=O)Nc2nc3n(n2)C(c2ccccc2)CC(c2ccccc2)=N3)cc1 (stereo not drawn)	3
Cc1ccc2[nH]c(=O)c3cc(C(=O)NC4CCC(C)CC4)sc3c2c1 (stereo not drawn)	6
Cc1ccc(C(C)NC(=O)Cc2ccc(Cl)cc2)cc1C (stereo not drawn)	1
CC1Cc2ccccc2N1C(=O)c1ccc(S(=O)(=O)N2CCOCC2)cc1 (stereo not drawn)	-11
CCOC(=O)c1c(NC(=O)c2cc(=O)c3c(C)cc(C)cc3o2)sc(C)c1C	1
O=C(NC(NCc1ccco1)C(Cl)(Cl)Cl)c1ccc(Br)cc1 (stereo not drawn)	6
Cc1cc(C)cc(NC(=O)C2CC(=O)N(C3CCCC3)C2)c1 (stereo not drawn)	9
CC(C)CCNC(=O)c1cccs1	0
CCc1ccc(-c2n[nH]c(=O)c3ccccc23)cc1	-6
CCCCS(=O)(=O)N1CCC(C(=O)N2CCOCC2)CC1	8
CCCN(CCC)CCCNC(=O)c1cc2c(=O)[nH]c3ccccc3c2n1C	1
O=C(NCCn1cccn1)C1CCCN(C2CCN(Cc3ccccc3)CC2)C1 (stereo not drawn)	-5
O=C(O)C1C2C=CC(C3CC23)C1C(=O)Nc1ccc2c(c1)CCC2 (stereo not drawn)	6
Cc1csc2nc(COC(=O)c3ccccc3NC(=O)COc3ccccc3F)cc(=O)n12	-2
CCOC(=O)c1c(N)sc2c1CC(C)CC2 (stereo not drawn)	-13
COc1ccc(CNC(=O)CN2CCN(c3ccccc3F)CC2)cc1	2
Cc1cccc(CN(c2c(C)n(C)n(-c3ccccc3)c2=O)S(C)(=O)=O)c1	-1
CN(Cc1ccoc1)Cc1cccc(-c2nc(C3CCOC3)cc(=O)[nH]2)c1 (stereo not drawn)	-2
c1nc(CCNc2nc3nonc3nc2N2CCSCC2)cs1	-4
CCc1n[nH]c(=S)n1/N=C(\C)c1ccc(C)cc1	-8
CN(Cc1ccccc1C(F)(F)F)C(=O)CC1(c2ccccc2)CC(=O)N(Cc2cccnc2)C1=O (stereo not drawn)	9
CCCCNC(=O)CSc1nc2ccccc2nc1Cc1ccc(Cl)cc1	1
Cn1c(SCC(=O)Nc2ccccc2Cl)nnc1-c1ccc(N)cc1	2
CCOc1ccc(N2C(=O)C(Cc3ccc(OCC)cc3OCC)=NC2=S)cc1	10
CC1CCCCN1S(=O)(=O)c1ccc2c(c1)oc(=O)n2CC(=O)Nc1ccc(Cl)cc1 (stereo not drawn)	-7
COc1ccc2c3c(ncc2c1)-c1cc(OC)c(OC)cc1C3C (stereo not drawn)	8
CC(C)(C)c1ccccc1OCC(=O)N=Nc1c(O)[nH]c2ccc(Br)cc12	2
CCCCCCOC(=O)C(CCCCN1C(=O)c2ccccc2C1=O)N1C(=O)c2ccccc2C1=O (stereo not drawn)	5
CCc1n[nH]c2c1CN(C(=O)CSc1nc(C)cs1)CC2	6
O=C1c2cccnc2C(=O)N1c1ccc(Cl)cn1	-5

Additional structures
smiles	ROC1-CUL1 inh
COc1cc(C2Nc3ccc(C)cc3C(OC(C)=O)C2(C)C)ccc1OCc1ccc(F)cc1 (stereo not drawn)	-6
CCCOc1cccc(C(=O)N(Cc2sccc2C)C2CCS(=O)(=O)C2)c1 (stereo not drawn)	-5
C=CCc1ccc(OCc2nc3ccc(C)cc3[nH]2)cc1	0
O=C(c1cc(COc2ccc(F)cc2F)on1)N1CCCCC1CO (stereo not drawn)	4
O=C(CSc1nccn1-c1ccc(Cl)cc1)Nc1cccc2ccccc12	-2

Screening results as filed in PubChem.
